Compound activity (PubChem)
Epigenetic derep: Quantitative High-Throughput Screen for Regulators of Epigenetic Control. murine LDR cells, GFP reporter derepression, 30 h. Potency, µM (highest dose often 53.9 µM), for inactives: at the highest dose GFP activation, most hits filed as activators. hit rate 0.2% among 280,000; further: % of control where 0% means no effect; nearly all actives have a fitted effect of over 60% in size
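Reporter derepression read as number of fluorescent GFP-positive objects, 20-120 um in size, counted by laser-scanning cytometer. Mouse LDR line with an epigenetically silenced CMV-GFP locus; compound incubation 30 h, 37 C.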
Luc counter: Counterscreen for Luciferase (Kinase-Glo TM) Inhibition; Luciferin 4-monooxygenase (Photuris pensylvanica), Q27757; hit rate 0.28% among 200,000; AID 1379, 2008; Kinase-Glo luciferase, ATP luminescence, 8 min; Potency, µM (titrated, usually from 38.3 µM), for the others: at the highest dose activity change, negative = inhibition, usual class: inhibitors; further: on the % scale 0 is the no-effect control and ±100 the full control effect; nearly all actives have a fitted effect of over 60% in size
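Compounds were added to a substrate mix at pH 7.2 (50 mM imidazole, 10 uM ATP, within the enzyme's linear range), followed by Kinase-Glo detection reagent; luminescence was measured after 8 minutes at ambient temperature.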
NPSR antagonist: qHTS Assay for Antagonists of the Neuropeptide S Receptor: cAMP Signal Transduction. Q6W5P4. CHO-NPSR cells, cAMP TR-FRET, antagonist mode. Potency, µM (series often up to 38.3 µM), for the others: at the highest dose activity change, negative = inhibition, hits mostly inhibitors. hit rate 1% among 220,000. AID 1461, 2008; further: on the % scale 0 is the no-effect control and ±100 the full control effect; nearly all actives have a fitted effect of over 50% in size; many of its hits are not listed in these tables
Target sequence (Q6W5P4 whole entry, looked up): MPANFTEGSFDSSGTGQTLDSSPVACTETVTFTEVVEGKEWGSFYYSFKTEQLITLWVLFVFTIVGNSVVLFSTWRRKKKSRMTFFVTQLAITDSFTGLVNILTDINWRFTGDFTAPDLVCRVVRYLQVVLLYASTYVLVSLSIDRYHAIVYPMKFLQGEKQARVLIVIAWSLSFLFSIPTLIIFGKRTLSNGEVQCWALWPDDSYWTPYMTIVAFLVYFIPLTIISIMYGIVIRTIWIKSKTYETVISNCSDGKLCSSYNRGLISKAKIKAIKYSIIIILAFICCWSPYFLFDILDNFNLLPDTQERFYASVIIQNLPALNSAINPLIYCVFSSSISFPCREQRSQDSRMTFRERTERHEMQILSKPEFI
KDM4E inh: qHTS Assay for Inhibitors of Human Jumonji Domain Containing 2E (JMJD2E); Potency, µM (series often up to 57.1 µM), for the others: top-dose activity change, negative = inhibition, most hits filed as inhibitors; Lysine-specific demethylase 4E (Homo sapiens), B2RXH2; JMJD2E catalytic domain, FDH-coupled NADH fluorescence (FDH is formaldehyde dehydrogenase); hit rate 1.6% among 230,000; active means well fitted inhibition curve with a large enough effect, not every such curve was filed as active; inconclusive means small, poorly fitted or top-dose-only effect, or another doubt; inactive means no such curve, though single readings can be large or run the other way;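 further: 0% = wells with enzyme and -100% = buffer wells without enzyme; nearly all actives have a fitted effect of over 50% in size; many of its hits are not listed in these tables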
Target sequence (B2RXH2 1-337 limits assumed): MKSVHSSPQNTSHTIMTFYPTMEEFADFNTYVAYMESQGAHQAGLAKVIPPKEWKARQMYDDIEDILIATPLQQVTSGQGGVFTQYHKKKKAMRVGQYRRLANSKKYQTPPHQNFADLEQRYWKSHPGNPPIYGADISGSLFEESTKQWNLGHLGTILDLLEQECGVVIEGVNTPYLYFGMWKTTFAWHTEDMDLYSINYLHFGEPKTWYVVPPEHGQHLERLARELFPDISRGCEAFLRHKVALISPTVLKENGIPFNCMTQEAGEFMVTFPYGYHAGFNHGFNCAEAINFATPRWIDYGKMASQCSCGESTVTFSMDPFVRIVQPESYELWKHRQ
IMPase Li inh: qHTS Assay for Identifying the Cell-Membrane Permeable IMPase Inhibitors: Potentiation with Lithium. CHO-M1 cells, IP1 TR-FRET (IP-One), carbachol + lithium. Potency, µM (top dose mostly 59.4 µM), without a hit: at the highest dose activity, negative = IMPase inhibition, usual class: inhibitors. hit rate 0.35% among 210,000. AID 1457, 2008;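 further: IP1 builds up when IMPase is blocked and the TR-FRET signal falls; plate controls were basal vehicle for no effect and high inhibitor control for full effect; nearly all actives have a fitted effect of over 50% in size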
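Lithium-sensitised IP1 accumulation assay; M1-expressing CHO cells treated 30 min at 37C with compound. Competitive antibody detection by time-resolved FRET followed a 10 min room-temperature lysis step.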
RECQ1 inh: qHTS Assay for Inhibitors of RecQ-Like Dna Helicase 1 (RECQ1). AID 2549, 2010. ATP-dependent DNA helicase Q1 (Homo sapiens), P46063. RECQ1 DNA unwinding, red fluorescence kinetic read. hit rate 0.54% among 240,000. Potency, µM (top dose mostly 57.3 µM), for the others: at the top dose activity, negative = inhibition, actives largely listed as inhibitors;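 further: plate controls were vehicle for no effect and no enzyme for full effect; nearly all actives have a fitted effect of over 30% in size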
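50 nM RECQ1T1 preincubated 15 min with compound in Tris pH 8.0 buffer with MgCl2, DTT, Tween-20 and 2.5 ug/ml poly(dI-dC); started with 200 nM TAMRA/BHQ-2 forked duplex and 2 mM ATP. Unwinding read as fluorescence (525/598 nm), two reads 2 h apart.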
RGS12 GoLoco inh: qHTS Assay for Inhibitors of RGS12 GoLoco Motif Activity (Red Fluorophore). hit rate 0.44% among 230,000. Gai1:RGS12 GoLoco peptide FP, rhodamine, 10 min. AID 880, 2007. Potency, µM (series often up to 61.6 µM), without a hit: at the highest dose activity, negative = inhibition, most hits filed as inhibitors. Guanine nucleotide-binding protein G(i) subunit alpha-1 (Homo sapiens), P63096; active means well fitted inhibition curve with a large enough effect, not every such curve was filed as active; inactive means no such curve, though single readings can be large or run the other way; further: on the % scale 0 is the no-effect control and ±100 the full control effect; nearly all actives have a fitted effect of over 30% in size; many of its hits are not listed in these tables
Target sequence (P63096 whole entry, looked up): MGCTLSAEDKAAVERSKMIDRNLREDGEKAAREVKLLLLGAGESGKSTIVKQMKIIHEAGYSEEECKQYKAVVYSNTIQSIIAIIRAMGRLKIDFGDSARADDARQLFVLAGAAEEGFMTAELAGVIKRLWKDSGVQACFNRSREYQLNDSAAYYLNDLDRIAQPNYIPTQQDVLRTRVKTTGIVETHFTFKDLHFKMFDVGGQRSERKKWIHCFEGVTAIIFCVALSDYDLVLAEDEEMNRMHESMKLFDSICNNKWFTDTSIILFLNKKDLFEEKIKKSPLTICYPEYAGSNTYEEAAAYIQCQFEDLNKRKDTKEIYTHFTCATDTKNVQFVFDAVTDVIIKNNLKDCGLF
SMN2 splice enh: qHTS Assay for Enhancers of SMN2 Splice Variant Expression; hit rate 2.8% among 210,000; HEK293 SMN2-luciferase splicing reporter, luminescence, 30-36 h; AID 1458, 2008; Potency, µM (top dose mostly 46.1 µM), for inactives: top-dose activity change, positive = activation, actives largely listed as activators; further: % of control where 0% means no effect; nearly all actives have a fitted effect of over 55% in size
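qHTS luciferase splicing reporter: luminescence rises when SMN2 exon 7 is included in transfected HEK293 cells. Compound exposure lasted 30-36 h at 37C, with 4.5 mM final sodium butyrate as control, followed by a ONE-Glo read.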
* marks the source's active call; other numbers are inactive results; i = inactive; ? = inconclusive; · = no result given; & = joins results of further samples; ! = not active in a repeat; [ ] = remark or other dose. Unless noted, the call rests on the fitted dose curve; in most records, active means well fitted curve in the direction sought with a large enough effect; inconclusive means small, poorly fitted or top-dose-only effect, or another doubt; inactive means no such curve, though single readings can be large; an effect the other way counts as inactive or inconclusive. Potency means the concentration at half of the fitted maximal effect. These rows are one share of the data (hit frequency here may not be typical).

| SMILES | Epigenetic derep | Luc counter | IMPase Li inh | RGS12 GoLoco inh | SMN2 splice enh | KDM4E inh | RECQ1 inh | NPSR antagonist |
| --- | --- | --- | --- | --- | --- | --- | --- | --- |
| CCOC(=O)CNC(=O)CSc1ncnc2c1cnn2-c1ccc(C)cc1 | ? | 12% | -7%[38.3 µM] | -5% | 7% | -7% | -8% | -6%[7.67 µM] |
| Cc1c(Cl)cccc1NC(=O)Cn1cc(C(F)(F)F)cc(Cl)c1=O | 2.1% | 2% | -29% | -5% | -1% | 2% | 8% | -39% |
| c1ccc(-c2nnc(OCC3CCCO3)c3ccccc23)cc1 (stereo not given) | -1.2% | 3% | 11% | 8% | 1% | 3% | i | -10% |
| COc1ccc(OCc2cn3c(C)cc(C)nc3n2)cc1 | -0.9% | -5% | -4% | 11% | 29% | -16% | 0% | 1% |
| Cc1ccc(-c2nc(-c3ccccc3)no2)cc1 | 0.0% | -29% | 0%[38.3 µM] | 7% | 8% | 5% | -12% | -15%[46.1 µM] |
| CCN(CC(=O)Nc1ccccc1SC)Cc1nc2ccccc2c(=O)[nH]1 | ? | · | · | 6% | · | 6% | -1% | -57% |
| Cc1ccc(CSCCNC(=O)CSCc2ccc([N+](=O)[O-])cc2)cc1 | 5.5% | 2% | 35%[38.3 µM] | -5% | -10% | -6% | -5% | -11%[46.1 µM] |
| COc1cc(-c2ccc(N=Nc3ccc4c(S(=O)(=O)O)cc(S(=O)(=O)O)c(N)c4c3O)c(OC)c2)ccc1N=Nc1ccc2c(S(=O)(=O)O)cc(S(=O)(=O)O)c(N)c2c1O | -1.2% | 10µM*! | 139%&18%[activator] | 30% | -12%[20.6 µM] | 3.5µM* | 4.5µM* | · |
| CC(C)(C)C(=O)N(Cc1ccc(Cl)cc1)Cc1cccnc1 | -0.3% | · | · | 4% | · | -1% | 0% | -14% |
| CCS(=O)(=O)Nc1cccc(C2=NN(S(=O)(=O)c3ccccc3)C(c3ccco3)C2)c1 (stereo not given) | -1.0% | · | · | 161%[activator] | · | -5% | i | -38% |
| O=C(NCCc1ccc2c(c1)OCCO2)c1ccc(F)cc1 | 0.0% | -4% | 3% | -6% | -12% | -2% | -11% | -9%[46.1 µM] |
| CCOC(=O)N1CCN(C(=O)CSc2nc3ccccc3c(=O)n2-c2ccccc2)CC1 | -0.9% | -7% | -7%[38.3 µM] | -1% | 15% | -11% | -5% | -21%[46.1 µM] |
| COc1cc(C2NC(=O)NC(C)=C2C(=O)OC2CCCCC2)cc(Br)c1O (stereo not given) | 0.7% | 14% | 1%[38.3 µM] | -6% | -12% | 0% | -3% | 0%[46.1 µM] |
| O=C(COc1ccc(Br)cc1)Nc1nc(-c2cccnc2)cs1 | -0.3% | · | · | 36%[activator] | · | -7% | -1% | -4%[7.67 µM] |
| O=C1c2ccccc2C(=O)c2c(NCc3cccnc3)cccc21 | 6.1% | -5% | 6%[38.3 µM] | 110%[activator] | -23% | 6% | -14% | -12%[46.1 µM] |
| CCN1CCN(C(=O)CSc2cc(=O)n(C)c3ccccc23)CC1 | -1.1% | 1% | 2% | -3% | 7% | ? | -15% | -4% |
| COCCNC(=O)c1cc(-c2ccc(OC)c(OC)c2)on1 | -1.1% | 5% | -7%[38.3 µM] | 6% | -11% | -7% | -5% | -23%[46.1 µM] |
| COc1ccc(NS(=O)(=O)c2ccc(N3CC(O)=C(c4ccccc4)C3=N)cc2)cc1 | -0.2% | · | · | 4% | · | -5% | i | 5% |
| Clc1ccc(OCCSc2ncccn2)c(Br)c1 | -0.8%[10.1 µM] | -3% | 5% | 5% | 13µM* | -8% | i | -17% |
| N#C/C=C1/NC(=O)c2ccccc2S1 | 2.9% | 15% | 0%[38.3 µM] | 6% | 0% | -8% | i | -18%[46.1 µM] |
| Cc1cc(Cl)ccc1OCC(=O)Nc1ccccc1CO | 0.0% | 2% | 15%[38.3 µM] | 4% | 25% | 13% | i | -19%[46.1 µM] |
| CCOc1ccc(S(=O)(=O)NN)cc1 | -1.4% | -5% | -4%[38.3 µM] | -4% | ? | 6% | -4% | -3%[46.1 µM] |
| CCOC(=O)C1CCCN(c2oc(-c3ccc(OC)cc3)nc2C#N)C1 (stereo not given) | -0.8% | 1% | 9% | 1% | 2% | ? | i | -28% |
| S=C(NCc1cccs1)Nc1ccccc1 | -1.6% | 2% | 0% | 14% | · | -16% | -6% | 5% |
| CC(=O)c1cccc(NC(=S)NC2CCCCC2)c1 | 0.9% | 1% | 5% | 2% | 22% | 9% | -4% | -2% |
| CCCc1cc(=O)oc2c(CN3CCCC3)c(O)ccc12 | 2.5% | 13% | ? | -1% | -11% | ? | -9% | -1%[46.1 µM] |
| FC(F)(F)c1nc2nc(Cl)c(Cl)nc2n1CCCN1CCOCC1 | · | -3%[7.66 µM] | -6% | 6%[14.2 µM] | -12%[9.22 µM] | · | · | · |
| CCOC(=O)C1=C(CC)Nc2ccccc2N=C1NC(=O)Nc1ccc(Cl)c(Cl)c1 | -4.5% | -3% | 40%[activator][38.3 µM] | 10% | -12% | -11% | -7% | ? |
| CC(C)(C)n1ncc2c(=O)n(CC(=O)c3ccc(Cl)cc3)cnc21 | 1.4% | -4% | 5%[38.3 µM] | 8% | 18µM* | -6% | -22% | -9%[46.1 µM] |
| CCOC(=O)c1ccc(S(=O)(=O)N2CCN(CC3CC=CCC3)CC2)cc1 (stereo not given) | 0.0% | 0% | 6%[38.3 µM] | -3% | -30% | 3% | 0% | -11%[46.1 µM] |
| O=C(NNS(=O)(=O)c1ccc(Br)cc1)C1CCCCC1 | -0.4% | 0% | 8% | 7% | 10% | -3% | 1% | 0% |
| O=C(CSc1ncc(-c2ccccc2)[nH]1)Nc1cccc(O)c1 | -0.2% | -5% | 12%[38.3 µM] | 13% | 0% | -15% | -7% | -12%[46.1 µM] |
| CCOC(=O)c1cc(NC(=O)Nc2ccc(OC)c(OC)c2)c(C)nc1C | -1.1% | 1% | 4%[38.3 µM] | 1% | ? | 3% | -3% | -9%[46.1 µM] |
| Cn1c(CCCCCN)nc2ccccc21 | -0.2% | -8% | 22%[38.3 µM] | -4% | -8% | -2% | -3% | -7%[46.1 µM] |
| CN1CCN(S(=O)(=O)c2ccc3[nH]c(=O)oc3c2)CC1 | 0.2% | 5% | 0% | 0% | -30% | 0% | -4% | 6% |
| COc1cc(Nc2ccccc2Cl)c([N+](=O)[O-])nc1[N+](=O)[O-] | 2.4% | 3% | 14%[38.3 µM] | 9% | -26% | -1% | -10% | -21%[46.1 µM] |
| Cc1ccc(C(=O)CSc2nc(C)cc(C)c2C(N)=O)cc1 | -0.7% | 5% | 17%[38.3 µM] | 6% | 12% | -3% | 2% | -21%[46.1 µM] |
| COc1ccc(Nc2nc(N)nc(CSc3nncn3C)n2)cc1 | -2.9% | -3% | 1%[38.3 µM] | -2% | 19% | 0% | -2% | -3%[46.1 µM] |
| Cc1ccc2[nH]cc(C(=O)CN3CCN(C)CC3)c2c1 | -1.2% | -2% | -8%[38.3 µM] | -8% | 1% | -1% | -2% | -5%[46.1 µM] |
| O=C(CCn1nc(-c2ccc(Cl)cc2)ccc1=O)N1CCOCC1 | -2.2% | 1% | -8%[38.3 µM] | 9% | 2% | ? | -2% | -8%[46.1 µM] |
| CC1CC(C)CN(C(=O)C(C)N(C)CC(=O)Nc2ccccc2Cl)C1 (stereo not given) | -1.1% | -1% | 6% | 4% | -5% | 13% | -13% | ? |
| Cn1c2ccccc2c2c(C(=O)NCCCN3CCCC3=O)cn(C3CCCCC3)c(=O)c21 | -3.6% | 4% | 13%[38.3 µM] | -3% | 4% | ? | -4% | -23%[46.1 µM] |
| C/C=C\C(=O)Nc1cccc(C2=NOC3(C2)C[C@@H](C(N)=O)N(C(=O)CC(c2ccccc2)c2ccccc2)C3)c1 (stereo not given in full) | 2.9% | · | · | -1% | · | -14% | i | -10% |
| O=C(N/C(=C\c1cccs1)C(=O)N1CCOCC1)c1ccco1 | 1.1% | 2% | 3% | 3% | 2% | 2% | i | 5% |
| CC(C)(C)n1nc2c(c1NC(=O)COc1ccc(Cl)cc1)CSC2 | 0.1% | 4% | -4%[38.3 µM] | -6% | -22% | -6% | -3% | -25%[46.1 µM] |

Full records from above. Screens in order: Epigenetic derep	Luc counter	IMPase Li inh	RGS12 GoLoco inh	SMN2 splice enh	KDM4E inh	RECQ1 inh	NPSR antagonist
Entry for `CC(C)(C)n1nc2c(c1NC(=O)COc1ccc(Cl)cc1)CSC2` = 0.1%	4%	-4%[38.3 µM]	-6%	-22%	-6%	-3%	-25%[46.1 µM]
Entry for `C/C=C\C(=O)Nc1cccc(C2=NOC3(C2)C[C@@H](C(N)=O)N(C(=O)CC(c2ccccc2)c2ccccc2)C3)c1` (stereo not given in full) = 2.9%	·	·	-1%	·	-14%	i	-10%
Entry for `CC1CC(C)CN(C(=O)C(C)N(C)CC(=O)Nc2ccccc2Cl)C1` (stereo not given) = -1.1%	-1%	6%	4%	-5%	13%	-13%	?
Entry for `Cn1c2ccccc2c2c(C(=O)NCCCN3CCCC3=O)cn(C3CCCCC3)c(=O)c21` = -3.6%	4%	13%[38.3 µM]	-3%	4%	?	-4%	-23%[46.1 µM]
Entry for `O=C(N/C(=C\c1cccs1)C(=O)N1CCOCC1)c1ccco1` = 1.1%	2%	3%	3%	2%	2%	i	5%
